Compound activity from PubChem BioAssay.
SIAE inh: human SIAE inhibition, primary screen. AID 1053197. Q9HAT2. inhibition, % at 9.66 µM. SIAE FP-Rh probe binding, fluorescence polarization. hit rate 0.69% among 370,000;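 active = inhibition above a cutoff: mean of compounds within the control limits plus 3 SD of those, cut at about 17% in these data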;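 also: 0% = plate median of compound wells and 100% = probe without SIAE protein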
UHRF1 binding: blocks human UHRF1 binding to methylated DNA. Q96T88. UHRF1 binding to methylated oligo, TR-FRET. inhibition, % at 4.4 µM. hit rate 0.75% among 370,000. AID 687016; in the data active = inhibition above about 21%;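 also: UHRF1 SRA domain binding a hemimethylated CpG hairpin DNA probe; 0% = median of test compound wells and 100% = reference inhibitor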
PRMT1 inh: inhibitors of human PRMT1; Q99873; recombinant PRMT1, activity-based probe fluorescence polarization; inhibition, % at 2.79 µM; hit rate 1.3% among 370,000;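 active = inhibition above about 21% made by adding two undisclosed values, limit read from the data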
Target sequence (Q99873 whole entry, looked up): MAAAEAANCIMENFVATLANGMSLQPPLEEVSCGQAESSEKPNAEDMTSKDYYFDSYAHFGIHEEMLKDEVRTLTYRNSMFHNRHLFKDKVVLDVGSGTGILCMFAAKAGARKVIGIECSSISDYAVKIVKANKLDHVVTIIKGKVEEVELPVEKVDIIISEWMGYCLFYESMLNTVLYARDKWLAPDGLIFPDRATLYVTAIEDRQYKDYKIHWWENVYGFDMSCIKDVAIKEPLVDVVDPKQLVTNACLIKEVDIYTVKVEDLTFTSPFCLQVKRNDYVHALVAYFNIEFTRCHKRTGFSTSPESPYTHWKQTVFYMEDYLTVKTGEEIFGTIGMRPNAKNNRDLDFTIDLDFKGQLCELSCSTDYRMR
proKLK7 act: activators of human kallikrein-7 zymogen. hit rate 0.9% among 370,000. purified proKLK7, EDANS-DABCYL substrate fluorescence; 100% is mature enzyme control, 0% vehicle. activation, % at 7 µM;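 active = activation above the mean of all tested compounds plus 3 SD, computed per campaign excluding outliers beyond control limits, cut at about 13% in these data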
Target sequence (P49862 whole entry, looked up): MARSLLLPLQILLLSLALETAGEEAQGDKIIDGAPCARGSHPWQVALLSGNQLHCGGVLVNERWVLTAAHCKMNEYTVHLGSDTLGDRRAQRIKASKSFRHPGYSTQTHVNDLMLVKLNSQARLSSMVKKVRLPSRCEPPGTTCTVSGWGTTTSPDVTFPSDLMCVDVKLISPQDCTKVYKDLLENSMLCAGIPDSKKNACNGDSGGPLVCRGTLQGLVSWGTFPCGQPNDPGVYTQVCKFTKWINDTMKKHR
LEDGF integ inh: blocks HIV-1 LEDGF/p75-dependent DNA integration; TR-FRET IN-LEDGF/p75 DNA integration, Eu/Cy5; inhibition, % at 3.7 µM; hit rate 0.64% among 370,000; AID 743269;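 active = inhibition above the screen-wide mean plus 3 SD, cut at about 13% in these data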;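 also: signal is the Cy5 over europium emission ratio at 671 and 618 nm; 0% = plate median of compound wells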
TCR-CD3 inh: inhibitors of human TCR-CD3 interaction | hit rate 0.37% among 360,000 | inhibition, % at 9.4 µM | TAMRA-labeled TCR probe fluorescence, biochemical; in the data active = inhibition above about 19%;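 also: recombinant mutant TCR 2C K166C tagged with TAMRA read by polarization; 0% = receptor in buffer alone and 100% = receptor with positive control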
DDE Tn6 FP inh: disrupts Tn6 cyclic peptide binding to fibrin D-Dimer-E complex; P02675; Fibrin DD(E) TRITC-Tn6 fluorescence polarization displacement; inhibition, % at 8.3 µM; hit rate 0.21% among 370,000; AID 720509;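 active = inhibition above a per-campaign cutoff: mean of compounds within control limits plus 3 SD, cut at about 15% in these data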;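 also: 0% = median of all compound wells on the plate and 100% = blocking peptide control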
DDE Tn7 FP inh: disrupts Tn7 cyclic peptide binding to fibrin D-Dimer-E complex | inhibition, % at 8.3 µM | FP displacement of FITC-Tn7 peptide from fibrin DD(E); 0% = median of compound wells per plate | hit rate 0.13% among 370,000 | AID 720508 | P02675;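 active = inhibition above the mean of compounds falling within the control limits plus 3 SD of them, cut at about 14% in these data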;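 also: 0% = plate median of compound wells and 100% = 10 µM Aha-Tn7 peptide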
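Assay system: human fibrin DD(E). Input: DD(E) 2 µM final. Medium: Tris buffer with calcium and detergent, pH 7.8. Compound dosing: single point at 8.3 µM. Timing: 10 min plus 3 h, room temperature. Technique: fluorescence polarization of the labelled Tn7 tracer. Read-out: percent inhibition. Replicates: singlicate testing.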
TDP2 inh: blocks human TDP2 phosphodiesterase activity; O95551; recombinant TDP2, T5PNP hydrolysis, p-nitrophenol absorbance 415 nm; inhibition, % at 12.8 µM; hit rate 0.34% among 370,000;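 active = inhibition above the mean of all tested compounds plus 3 SD, set per campaign, cut at about 25% in these data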;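 also: 0% = DMSO with enzyme and 100% = buffer with substrate but no TDP2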
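Evaluation: % inhibition relative to enzyme-containing and enzyme-free wells. Material: recombinant human TDP2. Benchmarks: enzyme-free and DMSO wells. Timing: enzyme reaction with compound for 2 h at 37 °C. Compound dosing: 12.8 µM only. Measured by: p-Nitrophenol epi absorbance. Reagent: T5PNP substrate at 5 mM, a TopII-DNA adduct mimic. Replication: single well per compound.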
MBD2 DNA inh: MBD2-methylated oligo binding inhibition; Q9UBB5; TR-FRET, MBD2 binding to methylated oligonucleotide; inhibition, % at 4.4 µM; hit rate 0.31% among 370,000; in the data active = inhibition above about 13%
Target sequence (Q9UBB5 whole entry, looked up): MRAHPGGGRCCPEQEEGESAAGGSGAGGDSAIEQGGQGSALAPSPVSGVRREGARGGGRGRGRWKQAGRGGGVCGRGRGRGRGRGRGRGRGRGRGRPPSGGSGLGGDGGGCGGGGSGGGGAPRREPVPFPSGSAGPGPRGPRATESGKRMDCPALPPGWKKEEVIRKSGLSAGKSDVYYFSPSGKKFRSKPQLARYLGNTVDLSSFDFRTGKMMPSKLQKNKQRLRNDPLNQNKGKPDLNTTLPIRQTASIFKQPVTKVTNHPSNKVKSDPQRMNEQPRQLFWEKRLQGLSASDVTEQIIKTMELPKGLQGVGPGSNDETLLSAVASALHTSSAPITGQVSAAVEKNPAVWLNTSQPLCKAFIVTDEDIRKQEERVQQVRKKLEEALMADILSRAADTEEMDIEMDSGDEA
Starred values were filed as active, the others as inactive.

1) COC(=O)[C@@]12C[C@@H](CC(=O)NCC3CCCCC3)C(=O)N(Cc3ccco3)C1=CCC(C)(C)C2
2) O=C1Cc2ccccc2C(c2ccc(Cl)cc2Cl)N1 (centres undefined)
3) Cc1cccnc1NC(=O)c1ccc(NS(=O)(=O)c2ccc3[nH]c(=O)[nH]c3c2)cc1
4) COC(=O)c1ccc(NC(=O)c2ccccc2)o1
5) COc1ccc(NC(=O)/C=C/c2ccc(C)o2)cc1S(=O)(=O)N1CCOCC1
6) Cn1c(=O)cc(SCC(=O)N2CCN(C(=O)c3ccco3)CC2)c2ccccc21
screen / no.,1,2,3,4,5,6
SIAE inh,-1,3,-4,0,-10,-1
UHRF1 binding,-1,0,2,0,7,1
PRMT1 inh,0,-5,-1,-1,45*,7
proKLK7 act,-0.4,0.2,0.0,-0.2,-0.4,0.3
LEDGF integ inh,-2,1,-1,-1,-1,-6
TCR-CD3 inh,11,12,2,3,3,-1
DDE Tn6 FP inh,3,7,3,-3,-4,1
DDE Tn7 FP inh,-1,0,9,-1,2,-2
TDP2 inh,-9,-8,6,1,-4,-4
MBD2 DNA inh,-5,-5,-6,3,8,-3

7) CCc1c(O)nc2ccccn2c1=O
8) O=C(CCc1ccccc1)NNC(=O)Nc1ccc(F)c(Cl)c1
9) CC1CCC2(CC1)SCC(=O)N2c1ccccc1 (centres undefined)
10) COCCCNC(=O)C[C@H]1C[C@H](C(=O)N2CCOCC2)[C@@]2(CCC3CCCC3)c3[nH]c4ccc(Cl)cc4c3CCN2C1=O
11) CCOc1ccc(S(=O)(=O)NCCCl)cc1
12) Cc1ccc(S(=O)(=O)CCC(=O)OCc2nnc(-c3ccccc3)o2)cc1
screen / no.,7,8,9,10,11,12
SIAE inh,-2,-4,-1,-2,8,0
UHRF1 binding,8,-2,0,0,-3,-3
PRMT1 inh,0,0,1,-9,-5,1
proKLK7 act,0.9,-0.6,0.4,-0.3,-0.5,-0.2
LEDGF integ inh,3,-1,2,0,6,0
TCR-CD3 inh,0,6,-1,4,5,-4
DDE Tn6 FP inh,-1,9,-6,-3,-4,3
DDE Tn7 FP inh,4,-12,-1,-7,-1,0
TDP2 inh,-8,-6,11,-8,-7,0
MBD2 DNA inh,2,1,3,-1,-6,-1

13) O=C(CSc1nnc(Cc2ccccc2)n1-c1cccc(Cl)c1)N1CCOCC1
14) CCOC(=O)C1CCN(Cc2ccc(-c3ccccc3)cc2)CC1
15) Cc1cc(=O)n2[nH]c(C)cc2n1
16) CC(=O)Nc1ccccc1-c1nc2ccc(C(=O)N3CCN(c4ccccc4)CC3)cc2[nH]c1=O
17) COc1ccc(CC(=O)N2CCN=C2SCc2ccc([N+](=O)[O-])cc2)cc1
18) COc1ccc(C(=O)NCC(=O)OCC(=O)N2CCC(C)CC2)cc1OC
screen / no.,13,14,15,16,17,18
SIAE inh,2,4,3,10,-3,-1
UHRF1 binding,-1,0,0,1,-2,0
PRMT1 inh,-2,-1,1,-5,-4,-2
proKLK7 act,0.0,-0.7,0.6,-2.2,0.2,-0.4
LEDGF integ inh,-2,2,-7,9,7,3
TCR-CD3 inh,2,11,1,7,-4,1
DDE Tn6 FP inh,-1,2,0,3,-1,7
DDE Tn7 FP inh,-2,-2,-7,-1,-6,2
TDP2 inh,-11,1,5,-6,-17,16
MBD2 DNA inh,1,2,-2,-7,-5,2

19) NC(=S)NN=C(c1ccc(Br)cc1)C1CC1
20) C=CCSc1nnc(NC(=O)c2ccc(N3CCCC3=O)cc2)s1
21) Cc1cccc(OCCCc2c(C)n[nH]c2C)c1
22) Cc1cc(C)nc(Nc2n[nH]c(COc3cccc4ccccc34)n2)n1
23) CC(C)c1ccccc1NC(=O)Nc1ccc(F)cc1F
24) Cc1ccccc1N(C(=O)c1csnn1)C(C(=O)NC(C)(C)C)c1cccs1 (centres undefined)
screen / no.,19,20,21,22,23,24
SIAE inh,2,-3,2,1,-5,-6
UHRF1 binding,3,0,0,2,-2,1
PRMT1 inh,0,-3,4,0,-2,-7
proKLK7 act,0.4,0.1,0.6,0.7,0.0,0.2
LEDGF integ inh,1,-2,0,1,1,1
TCR-CD3 inh,-7,5,7,-1,7,4
DDE Tn6 FP inh,-5,6,0,9,-1,6
DDE Tn7 FP inh,-4,-8,0,-3,2,2
TDP2 inh,-1,4,10,5,6,-5
MBD2 DNA inh,1,-4,1,2,3,1

25) O=C(Nc1ccc(NC(=O)C2CCCCC2)nc1)c1ccccn1
26) COc1ccc(CCNC(=O)CSc2ccccc2)cc1OC
27) Cc1ccc(OCCNC(=O)c2ccc3c(c2)OCO3)cc1
28) O=C(CN1C(=O)c2cccc3cccc1c23)N1CCN(Cc2ccc3c(c2)OCO3)CC1
29) Cc1ccc(-c2nnc(CSc3nc(C(C)C)nc4sc(C)c(C)c34)o2)cc1
30) CCCN(C)C[C@@H]1OCc2cnnn2CCCC(=O)N([C@H](C)CO)C[C@H]1C
screen / no.,25,26,27,28,29,30
SIAE inh,-3,7,0,7,-1,5
UHRF1 binding,0,0,0,-4,5,1
PRMT1 inh,4,0,4,-2,-2,-5
proKLK7 act,-0.3,0.1,0.1,1.8,0.8,0.3
LEDGF integ inh,1,-1,-7,-1,-6,2
TCR-CD3 inh,3,-1,-1,7,7,-4
DDE Tn6 FP inh,-4,1,-7,-1,-2,-4
DDE Tn7 FP inh,-2,-3,-4,-5,-6,-2
TDP2 inh,-6,7,-7,3,0,-3
MBD2 DNA inh,2,-2,3,-10,-4,1

31) Cc1c(C(=O)N2CCC(C)CC2)cccc1[N+](=O)[O-]
32) COCCOC(=O)C1=C(C)N=C2SCCC(=O)N2C1c1ccc(C(=O)OC)cc1 (centres undefined)
33) CS(=O)(=O)N1CCC(C(=O)NCC2CCCO2)CC1 (centres undefined)
34) CCN(CC(=O)Nc1ccc2c(c1)OCCO2)C(=O)c1ccc(CS(C)(=O)=O)cc1
35) CCOC(=O)N1CCC(NC(=O)CCc2c(C)nc3c(c(C)nn3C(C)(C)C)c2C)CC1
36) CCCC(=O)NC(c1ccc(Cl)cc1)c1ccc2cccnc2c1O (centres undefined)
screen / no.,31,32,33,34,35,36
SIAE inh,4,-3,11,1,3,13
UHRF1 binding,3,1,-20,-3,2,-6
PRMT1 inh,2,0,1,0,1,-4
proKLK7 act,-0.3,0.3,-0.2,-0.1,0.6,0.2
LEDGF integ inh,-3,-1,-4,-4,-2,-1
TCR-CD3 inh,-4,-9,4,4,-4,-8
DDE Tn6 FP inh,-4,2,-4,-6,1,-5
DDE Tn7 FP inh,7,0,3,3,-4,5
TDP2 inh,5,5,1,-7,-5,-25
MBD2 DNA inh,3,-4,-3,0,-2,0

37) CCCCOc1ccc(/C=N/NC(=S)Nc2cccc(C)c2C)cc1
38) CC(=O)Nc1ccc2c(c1)nc(C)n2-c1ccccc1
39) COc1ccccc1Nc1ncc(C(C)=O)c(C)n1
40) CCOc1ccc2c(c1)n(CO)c(=S)n2CO
41) C=CCn1c(=NC(=O)c2cccs2)sc2cccc(OC)c21
42) Cn1cc([N+](=O)[O-])c(C(=O)Nc2cnn(Cc3ccc(F)cc3)c2)n1
screen / no.,37,38,39,40,41,42
SIAE inh,3,0,-1,4,-20,-2
UHRF1 binding,-4,1,2,-1,2,1
PRMT1 inh,-4,6,2,1,-1,2
proKLK7 act,-0.1,0.1,0.1,0.6,-0.5,-0.2
LEDGF integ inh,1,-7,1,-4,7,-1
TCR-CD3 inh,0,-8,-2,-1,7,3
DDE Tn6 FP inh,0,1,6,-9,-8,3
DDE Tn7 FP inh,-7,-1,4,2,0,1
TDP2 inh,3,7,-2,-9,-28,4
MBD2 DNA inh,-4,-6,1,6,3,1

Given as tab-separated lines: part of the list above
item	structure	SIAE inh	UHRF1 binding	PRMT1 inh	proKLK7 act	LEDGF integ inh	TCR-CD3 inh	DDE Tn6 FP inh	DDE Tn7 FP inh	TDP2 inh	MBD2 DNA inh
37	CCCCOc1ccc(/C=N/NC(=S)Nc2cccc(C)c2C)cc1	3	-4	-4	-0.1	1	0	0	-7	3	-4
38	CC(=O)Nc1ccc2c(c1)nc(C)n2-c1ccccc1	0	1	6	0.1	-7	-8	1	-1	7	-6
39	COc1ccccc1Nc1ncc(C(C)=O)c(C)n1	-1	2	2	0.1	1	-2	6	4	-2	1
40	CCOc1ccc2c(c1)n(CO)c(=S)n2CO	4	-1	1	0.6	-4	-1	-9	2	-9	6
41	C=CCn1c(=NC(=O)c2cccs2)sc2cccc(OC)c21	-20	2	-1	-0.5	7	7	-8	0	-28	3
42	Cn1cc([N+](=O)[O-])c(C(=O)Nc2cnn(Cc3ccc(F)cc3)c2)n1	-2	1	2	-0.2	-1	3	3	1	4	1

The results go on:
43) CN(C)c1ccc(-c2nnn(CC(=O)Nc3ccccc3N3CCOCC3)n2)cc1
44) Cc1ccc(S(=O)(=O)N2CCCC2C(=O)OCc2nc3sc(C)c(C)c3c(=O)[nH]2)cc1 (centres undefined)
45) COc1cc(S(=O)(=O)N2CCN(C(=O)C3CC3)CC2)ccc1NC(C)=O
46) COc1ccc(N(C(=O)c2cnccn2)C(C(=O)NC2CCCCC2)c2ccc(O)cc2)cc1 (centres undefined)
47) COc1cccc(C2c3c(oc4ccc(F)cc4c3=O)C(=O)N2CCCN2CCOCC2)c1 (centres undefined)
48) C[C@@H]1CCCCO[C@H](CN(C)C(=O)Cc2ccccc2)[C@@H](C)CN([C@H](C)CO)C(=O)c2cc(NC(=O)Nc3ccccc3)ccc2O1
screen / no.,43,44,45,46,47,48
SIAE inh,0,12,11,-3,3,12
UHRF1 binding,5,4,1,0,-1,6
PRMT1 inh,6,-3,-5,0,-1,9
proKLK7 act,-0.2,0.2,-0.6,-0.2,0.4,0.1
LEDGF integ inh,-3,0,5,1,-1,-4
TCR-CD3 inh,-9,12,-3,-2,-2,-3
DDE Tn6 FP inh,-9,1,-9,3,4,-7
DDE Tn7 FP inh,2,-3,-3,0,4,-2
TDP2 inh,-16,-14,4,-15,15,-4
MBD2 DNA inh,6,-3,1,-1,3,-1

49) Cc1cc(C)n2cc(CSc3nc4ccccc4[nH]3)nc2n1
50) CCOc1ccc(NC(=O)CN(c2ccc(C)cc2)S(=O)(=O)c2c(C)nn(C)c2C)cc1
51) CC1(C)CC(CC(=O)NC(=S)Nc2ccc([N+](=O)[O-])cc2)C(=O)O1 (centres undefined)
52) Cc1cccn2c(CN(C)CCC3CCCCO3)c(C(=O)N3CCCCC3)nc12 (centres undefined)
53) CCNC(=O)/C(=C\c1ccc2c(c1)OCO2)NC(=O)c1ccc(Br)cc1
54) CC(=O)n1cc(Nc2ccc([N+](=O)[O-])cc2)c2ccccc21
screen / no.,49,50,51,52,53,54
SIAE inh,-3,-2,0,-9,3,3
UHRF1 binding,-2,0,7,-3,-3,-4
PRMT1 inh,2,-2,-3,-1,0,0
proKLK7 act,0.2,0.2,0.4,0.2,0.4,-49
LEDGF integ inh,-2,-2,2,2,0,0
TCR-CD3 inh,0,2,7,0,11,-1
DDE Tn6 FP inh,6,-3,2,-1,-6,-1
DDE Tn7 FP inh,-2,1,0,-5,-8,-3
TDP2 inh,10,4,9,-6,-7,-3
MBD2 DNA inh,-1,0,-1,-5,-5,-4
